MDM2 E3 inh = Mdm2 E3 ligase (human) inhibition; Q00987; cell-based MDM2 ubiquitination luciferase reporter, 2 h; 0 = plate control, 100 = twice control, blank-subtracted; signal enhancement, % at 5 µM; 210,000 compounds, 0.11% hits; AID 1230;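 active = signal enhancement of 30% or more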;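 also: luminescence tracks abundance of the self-degrading MDM2-luciferase fusion protein; higher signal means inhibition of MDM2 E3 ligase activity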
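System: stable MDM2–luciferase fusion reporter cells / Input: 2000 cells seeded into each well / Schedule: 4 h settle plus 2 h compound, 37 °C / Compound: single-point 5 µM / Buffer or medium: cells held in DMEM / Benchmarks: control and blank well means / Evaluation: percent signal gain over controls, blank-subtracted / Measured by: luciferase luminescence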
p97 inhibitor = blocks human p97 ATPase activity; P55072; recombinant p97 ATPase, Kinase-Glo ATP luminescence, 3 h; inhibition, % at 8 µM; 220,000 compounds, 0.42% hits; AID 1481; in the data active = inhibition above about 15%;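 also: 0% = DMSO vehicle and 100% = wells lacking enzyme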
Rad51 HR inh = blocks human Rad51 in homologous recombination; inhibition, % at 10 µM; hRad51 DNA strand exchange, fluorescence dequenching; Q06609; AID 1385; 200,000 compounds, 0.085% hits;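 active = inhibition above 40% at the single screening dose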;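 also: 0% = DMSO control wells and 100% = blanks with heterologous ssDNA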
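System: human Rad51 nucleoprotein filaments preassembled on unlabelled ssDNA. Reagent: labelled 47-mer dsDNA for strand exchange. Schedule: 30-min compound preincubation and 15-min exchange, both room temperature. Measured by: FRET fluorescence dequenching, excitation 485 nm, emission 520 nm. Read-out: Fluorescence-based percent inhibition, control- and blank-normalised. Benchmarks: plate controls and plate blanks.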
hK5 inh = blocks human kallikrein 5 protease activity; Q9Y337; AID 873; inhibition, % at 5 µM; recombinant hK5, fluorogenic AMC substrate cleavage; 210,000 compounds, 0.59% hits;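 active = inhibition of 40% or more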;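 also: 0% = enzyme controls without compound and 100% = no-enzyme blanks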
eIF4E-4G inh = inhibitors of eIF4E and eIF4G interaction in translation initiation; P63073+Q04637; inhibition, % at 21.7 µM; TR-FRET eIF4E-eIF4GI(517-606) binding, 2 h; 220,000 compounds, 0.37% hits; AID 782;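 active = inhibition above about 30%, limit read from the data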;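 also: 0% = full FRET control wells and 100% = background wells lacking eIF4GI fragment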
14-3-3 Bad inh = disrupts binding of bovine 14-3-3 zeta to phospho-Bad peptide. TR-FRET 14-3-3zeta/Dy647-pBad peptide displacement, 1 h. inhibition, % at 21.7 µM. 220,000 compounds, 0.71% hits;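 active = inhibition above about 70%, limit read from the data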;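 also: 0% = full 14-3-3 plus peptide FRET controls and 100% = background without 14-3-3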
Target sequence (P63103 whole entry, looked up): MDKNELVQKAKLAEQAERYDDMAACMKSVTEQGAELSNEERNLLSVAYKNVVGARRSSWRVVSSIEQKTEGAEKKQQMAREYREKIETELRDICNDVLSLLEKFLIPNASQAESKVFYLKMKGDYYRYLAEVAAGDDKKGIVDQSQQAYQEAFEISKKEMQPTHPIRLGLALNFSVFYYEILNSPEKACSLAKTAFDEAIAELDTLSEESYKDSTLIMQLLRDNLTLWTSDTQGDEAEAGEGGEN
FXIIa inh 1536 = factor XIIa (human) inhibition; inhibition, % at 5 µM; AID 800; purified FXIIa, Boc-QGR-AMC fluorogenic substrate, 2 h; P00748; 220,000 compounds, 0.3% hits; in the data active = inhibition above about 40%;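 also: 0% = enzyme with no compound and 100% = blank without enzyme; many of its hits are not listed in these tables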
FXIa inh 1536 = blocks human coagulation factor XIa protease activity | P03951 | purified FXIa, Boc-Glu-Ala-Arg-AMC fluorogenic substrate | inhibition, % at 5 µM | 220,000 compounds, 0.14% hits;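 active = inhibition of at least 40%; inactive = inhibition below 40%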;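 also: fluorescence of freed AMC excited at 355 nm; 0% = enzyme without compound and 100% = no enzyme blank; many of its hits are not listed in these tables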
Wee1 degr inh = human Wee1 degradation inhibition, primary screen. P30291. HeLa Luc-Wee1K328M stability, luciferase luminescence; 100% = proteasome inhibitor MG132 effect. reporter increase, % at 5 µM. 220,000 compounds, 1.2% hits. AID 1321;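 active = activation above the mean of all tested compounds plus 3 SD, set per screening run, cut at about 8.8% in these data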;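 also: cells exposed to compound for 20 h before luminescence read; 0% = DMSO alone and 100% = MG132 at 30 µM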
Target sequence (P30291 whole entry K328M): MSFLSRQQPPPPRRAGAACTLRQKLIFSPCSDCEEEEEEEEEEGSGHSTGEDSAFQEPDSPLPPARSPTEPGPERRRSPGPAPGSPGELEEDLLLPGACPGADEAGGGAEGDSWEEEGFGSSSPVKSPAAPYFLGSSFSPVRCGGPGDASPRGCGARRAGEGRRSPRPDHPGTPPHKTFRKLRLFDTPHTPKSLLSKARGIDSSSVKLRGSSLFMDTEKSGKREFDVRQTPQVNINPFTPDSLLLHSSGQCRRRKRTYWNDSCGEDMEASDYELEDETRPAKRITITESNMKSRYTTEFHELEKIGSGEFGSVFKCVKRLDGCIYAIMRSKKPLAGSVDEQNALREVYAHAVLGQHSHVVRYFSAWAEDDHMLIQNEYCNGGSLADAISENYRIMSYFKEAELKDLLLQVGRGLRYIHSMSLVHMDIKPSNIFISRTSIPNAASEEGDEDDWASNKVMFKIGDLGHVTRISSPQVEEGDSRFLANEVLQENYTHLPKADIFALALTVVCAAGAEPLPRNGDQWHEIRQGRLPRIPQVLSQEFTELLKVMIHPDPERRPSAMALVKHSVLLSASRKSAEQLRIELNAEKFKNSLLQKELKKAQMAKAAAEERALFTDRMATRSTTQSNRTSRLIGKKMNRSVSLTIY
* = called active by the depositor; . = no result given; [ ] = dose if it differs, or a comment.

molecule | MDM2 E3 inh | p97 inhibitor | Rad51 HR inh | hK5 inh | eIF4E-4G inh | 14-3-3 Bad inh | FXIIa inh 1536 | FXIa inh 1536 | Wee1 degr inh
CCOC(=O)N1CC=C2C(C#N)=C(N)C(C#N)(C#N)[C@H](c3cccs3)[C@H]2C1 | . | 1 | -5 | 0 | -2 | -6 | 9 | 1 | 0
CN(C)c1ccc(CN2CCCC(O)C2)cc1 (stereo not drawn) | -7 | 4 | -2 | -21 | -4[fluorescence artefact?] | 8 | 1 | -2 | -1
COc1ccccc1-c1nc(SC)n[nH]1 | -23 | 1 | 28 | -4 | 1 | -8 | 3 | -1 | -3
Cc1ccc(C(=O)Nc2cnc3ccccc3c2)cc1 | -15 | -2 | 3 | -3 | -8 | -1 | 7 | -8 | -4
O=C(NCc1cccnc1)c1ccc(S(=O)(=O)N2CCCCC2)cc1 | -11 | 1 | . | -26 | 1 | -13[fluorescence artefact?] | -12 | -9 | -2
O=C(O)c1ccc(NC2=C(N3CCOCC3)C(=O)c3ccccc3C2=O)cc1 | -9 | 1 | 7 | -30 | -1[fluorescence artefact?] | -21 | 11 | 3 | -1
Cc1cccnc1NC(=S)NC(=O)c1cncc(Br)c1 | -6 | 3 | 6 | 5 | -5 | 9 | 14 | 2 | -5
Cc1cccc(C(CC(=O)N2CCCC2)c2ccccc2)c1O (stereo not drawn) | -6 | 4 | -3 | 0 | 0 | 21 | 6 | 2 | 0
COc1ccc(/C=N/NC(=S)Nc2ccccc2)cc1COc1ccc(F)cc1 | -6 | 0 | -6 | -5 | 1 | -2[fluorescence artefact?] | 9 | 10 | 3
COCCn1nnnc1CN1CCOCC1 | -15 | 1 | -2 | -8 | 4 | 75* | -12 | -16 | -2
COc1ccc(S(=O)(=O)N2CCCCCC2)cc1C(=O)OCC(=O)Nc1cc(C)on1 | -2 | -4 | -7 | 3 | -4 | 1 | 8 | 2 | -2
Cc1ccc(Nc2ccc(-n3ccnc3)nn2)cc1C | -12 | -3 | 0 | -16 | 2 | -7 | 16 | 4 | 0
Cn1nnc2c[n+](CC(=O)c3ccc4ccccc4c3)cc(Br)c21 | -1 | 13 | -11 | 0 | -2 | 3 | 9 | 1 | -4
CC(C)OC(=O)CC(=O)CSc1nc2c(cc1C#N)CCCCCC2 | -1 | 4 | 4 | -32 | 5[fluorescence artefact?] | -12 | -13 | -9 | -1
CN1C/C(=C\c2ccc(N3CCOCC3)cc2)C(=O)/C(=C/c2ccc(N3CCOCC3)cc2)C1 | 10 | 6 | . | -15 | 1 | 1 | 7 | 2 | -2

Quoted at random: 3 records from the list, in no set order.
molecule | MDM2 E3 inh | p97 inhibitor | Rad51 HR inh | hK5 inh | eIF4E-4G inh | 14-3-3 Bad inh | FXIIa inh 1536 | FXIa inh 1536 | Wee1 degr inh
COCCn1nnnc1CN1CCOCC1 | -15 | 1 | -2 | -8 | 4 | 75* | -12 | -16 | -2
COc1ccccc1-c1nc(SC)n[nH]1 | -23 | 1 | 28 | -4 | 1 | -8 | 3 | -1 | -3
Cc1ccc(Nc2ccc(-n3ccnc3)nn2)cc1C | -12 | -3 | 0 | -16 | 2 | -7 | 16 | 4 | 0

(list continues)
molecule | MDM2 E3 inh | p97 inhibitor | Rad51 HR inh | hK5 inh | eIF4E-4G inh | 14-3-3 Bad inh | FXIIa inh 1536 | FXIa inh 1536 | Wee1 degr inh
COc1ccc(-c2ccc(=O)n(CC(=O)Nc3cccc(O)c3)n2)cc1OC | -47 | 7 | . | 0 | -2 | -9 | 13 | 9 | 2
O=C(OCCN1C(=O)c2ccccc2C1=O)c1cccc(OC(F)F)c1 | -6 | -1 | 9 | 8 | 1 | 0 | 2 | -6 | -2
O=C(Sc1nnnn1C1CCCCC1)c1cccs1 | -14 | -3 | -5 | -25 | 9[fluorescence artefact?] | -8[fluorescence artefact?] | -13 | -9 | -2
CNC(=S)N/N=C/c1ccccc1Cl | . | 4 | . | -16 | -3[fluorescence artefact?] | 0 | 5 | 5 | 5
O=C(COc1ccccc1)NCC(=O)N/N=C/c1cc(Br)ccc1OCc1ccccc1 | -6 | -2 | -2 | -19 | -1 | -2[fluorescence artefact?] | 2 | -6 | 0
COc1ccc(C2N(c3cc(Cl)ccc3OC)C(=O)C3CCCN32)c(OC)c1 (stereo not drawn) | -47 | -5 | 8 | 2 | 2 | 10[fluorescence artefact?] | 15 | 5 | 2
COc1ccc(C(=O)CSc2ncn[nH]2)cc1OC | -6 | -4 | 3 | 6 | 4 | 4 | 12 | -2 | 0
CC(C)Cc1nc(SCC(=O)NCc2ccccc2)n[nH]1 | -29 | 5 | . | -16 | 2 | 18 | 16 | -2 | 0
CC(=O)NC(=S)Nc1cccc(S(=O)(=O)NC2=NCCC2)c1 | -2 | 5 | 7 | -11 | 1 | 3[fluorescence artefact?] | 14 | 3 | 1
COc1ccc2nccc(/C=C/c3ccnc4ccc(OC)cc34)c2c1 | -7 | -2 | 5 | -8 | 3 | 4 | -5 | -5 | -3
CCc1ccc(OCC(=O)N/N=C(\C)c2ccc(O)cc2O)cc1 | -5 | -4 | 13 | 13 | -4 | -10 | 7 | -3 | 4
CN(C(=O)c1ccc2c(=O)n3c(nc2c1)CCCCC3)c1ccccc1Cl | -12 | -3 | -6 | -1 | 5 | 3 | 11 | 0 | 0
COCCNC(=O)COC(=O)c1[nH]c(C)c(C(C)=O)c1C | -9 | 6 | 6 | -5 | -1 | 9 | 8 | 2 | -1
Clc1ccc(Nc2nc(-c3cccs3)cs2)nc1 | -16 | -9 | -6 | -31 | -3 | -8 | 4 | -14 | 7
CCn1cc(C(=O)NCCCOC)c(=O)c2cc(S(=O)(=O)N(C)C3CCCCC3)ccc21 | -5 | -6 | -10 | -5 | 9 | 13 | 7 | -4 | -3
Cc1nc(SC(C)C)[nH]c(=O)c1Cc1ccccc1 | 6 | 0 | -3 | -1 | 6 | -3 | 0 | -2 | -3
CC(NCC(c1ccco1)N1CCCCC1)C(=O)NC1CCCC1 (stereo not drawn) | -5 | -3 | -2 | 4 | 3 | -7 | 8 | 0 | 3
O=C(Cn1nc(C(F)(F)F)c2c1CCC2)N1CCN(c2ccccc2)CC1 | -17 | 11 | -12 | 14 | -6 | -10 | 6 | 3 | -3
CC1(C)CC(=O)C2=C(C1)c1c(ccc3ccccc13)NC2c1ccc(Br)o1 (stereo not drawn) | -11 | 7 | 2 | -46 | -10 | -5 | -16 | 3 | 2
COCc1c(Br)c(C)nc(OCC(=O)N/N=C/c2ccc(C)o2)c1C#N | -1 | -3 | . | 2 | 3 | -3 | 6 | 0 | 6
COc1ccc(-c2nc(CS(=O)CC(=O)NCCCN3CCCC3)c(C)o2)cc1OC (stereo not drawn) | 1 | 5 | -36 | 8 | -2 | 6 | 17 | 6 | 0
COC(=O)[C@@H]1CCCN1Cc1c(C(=O)N2CCCCC2)nc2c(C)cccn12 | 14 | 4 | 2 | -4 | -6 | -9 | 3 | -5 | -2
COc1ccccc1-c1nc(-c2cccc(C)c2)no1 | -13 | -4 | 1 | -11 | 1 | 7 | 24 | 17 | -1
N#Cc1c(C(F)(F)F)cc(-c2ccco2)nc1SCc1ccncc1 | -18 | 2 | -16 | -57 | 2 | -12[fluorescence artefact?] | 3 | -5 | -2
Cc1ccc(/C(O)=C2\C(=O)C(=O)N(CC(C)O)C2c2cccc(F)c2)cc1 (stereo not drawn) | -49 | -8 | 3 | -1 | 9 | 30 | -3 | -2 | -1
OCCN(CC(O)Cn1ccc2ccccc21)CC(O)Cn1ccc2ccccc21 (stereo not drawn) | -16 | -2 | . | -12 | 4 | -15 | 7 | -4 | 4
COc1ccc(CCNC(=O)c2ccc(Cl)cc2Cl)cc1OC | 3 | 2 | 4 | 24 | 2 | -6 | 12 | 1 | -1
CC(C)(C)C(=O)O/N=C(\N)Cc1ccc(-c2csnn2)cc1 | -3 | 4 | 9 | -3 | 2 | 4 | 5 | 1 | 0
CNC(=O)C(=O)NCC1OCCCN1S(=O)(=O)c1cccs1 (stereo not drawn) | -1 | 5 | -2 | -16 | -1 | -26 | 7 | 1 | 0
COc1ccccc1N1CCN(C(=O)CCCC2=NS(=O)(=O)c3ccccc3N2)CC1 | -13 | 4 | . | -12 | 4 | 3 | 13 | 0 | 0
Cn1cccc1/C=N/NC(=O)CNc1ccc2ccccc2c1 | -10 | 0 | 18 | -1 | 4 | -1 | 9 | 0 | -2
Cc1ccc(-n2c(SCC(=O)N3CC(=O)Nc4ccccc43)nc3ccccc3c2=O)cc1 | -5 | 12 | -2 | -2 | 16 | -22 | 25 | 23 | 5
O=C(CN1C(=O)c2ccccc2C1=O)Nc1sc2c(c1C(=O)NCC1CCCO1)CCC2 (stereo not drawn) | -11 | 1 | 3 | -11 | -6 | -13 | 22 | 6 | -3
O=C(N/N=C\c1ccco1)Nc1cccc(Cl)c1 | -13 | -8 | -4 | -10 | 0 | 10[fluorescence artefact?] | -1 | -11 | 7
Cc1nc(S(=O)(=O)Nc2ccc3c(c2)OCCO3)cn1C | -9 | 2 | 15 | 2 | -2 | 0 | 10 | 3 | 0
COc1cc(-c2nc3cnccn3c2Nc2ccc3c(c2)OCCO3)ccc1O | 13 | -3 | -4 | 7 | 2 | -11 | 15 | 3 | 0
O=C(NCc1ccco1)/C(=C\C=C\c1ccccc1)NC(=O)c1ccco1 | 11 | 3 | 10 | -1 | 0 | 1 | 1 | -2 | -1
CCN(CCN(C)C)C(=O)Cn1ncc2c1-c1cc(C)ccc1OC2 | -33 | -1 | 1 | -5 | 3 | 1 | 14 | 6 | 6
Cc1ccc(O)c(Sc2cc(C)ccc2O)c1 | -15 | 0 | 18 | 1 | 6 | -2 | 16 | -2 | -1
CCOC(=O)c1cc(S(=O)(=O)NC2CCN(C(=O)OCC)CC2)cn1C | -25 | 4 | -1 | 1 | 1 | 2 | -4 | 3 | 1
CCOC(=O)N1CCN(Cc2nc(N)nc(Nc3ccc(C)cc3C)n2)CC1 | -3 | -7 | -2 | -2 | -3 | 8 | 5 | -7 | 1
CC(C)CCNC(=O)C1CCCCN1S(=O)(=O)c1ccc(F)cc1 (stereo not drawn) | -10 | 0 | -1 | 0 | . | . | 10 | -1 | 0
CC(C)(C)NC(=O)/C(=C/c1ccco1)c1ccccc1 | -19 | 1 | -3 | -1 | 4 | -16 | 13 | 6 | 0
CCC(=O)c1c(NC)cc(C)oc1=O | -10 | 1 | 10 | -24 | -8 | -14 | -8 | -7 | 3
CCc1nnc(/N=C/c2c(O)n(-c3ccc(Cl)cn3)c(=O)c3ccccc23)s1 | -20 | 0 | . | -16 | 1 | -9 | 32 | 25 | 0
COCCN(Cc1cc2cccc(C)c2n2nnnc12)C(=O)C(F)(F)F | -6 | -6 | -3 | 5 | 1 | 14 | 9 | -23 | 0
